# Compound activity from PubChem BioAssay.
# D3 ag = qHTS of D3 Dopamine Receptor Agonist: qHTS | D(3) dopamine receptor (Homo sapiens), P35462 | D3R DiscoveRx beta-arrestin cells, luminescence, 90 min | max activation, % | actives 0.58% (n = 410,000); in the data active means max activation above about 30%; further: 0% is about no effect; mostly tested at two doses, the higher about 12 µM
# Target sequence (P35462 whole entry, looked up): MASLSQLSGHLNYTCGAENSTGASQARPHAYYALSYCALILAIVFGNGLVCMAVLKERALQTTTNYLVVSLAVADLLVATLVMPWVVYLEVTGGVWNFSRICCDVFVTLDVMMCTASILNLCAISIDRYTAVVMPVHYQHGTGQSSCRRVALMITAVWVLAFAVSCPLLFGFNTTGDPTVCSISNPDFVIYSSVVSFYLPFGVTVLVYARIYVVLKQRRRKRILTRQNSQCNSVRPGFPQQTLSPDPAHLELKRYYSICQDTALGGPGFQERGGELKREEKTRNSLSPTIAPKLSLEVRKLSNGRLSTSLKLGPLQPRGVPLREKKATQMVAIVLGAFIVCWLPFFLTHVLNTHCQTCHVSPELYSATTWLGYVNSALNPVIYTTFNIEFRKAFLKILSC
#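 Agonist mode: compounds and dopamine controls were applied to plated cells for 90 min at 37 degrees C after an overnight attachment at 1500 cells/well. Luminescent read-out followed 30 - 60 minutes at room temperature with DiscoveRx detection reagent.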
# KB-V1 MDR tox = qHTS assay for MDR1-selective chemotherapeutics: Primary screen using the drug-selected MDR subline cells KB-V1; Potency, µM (top dose mostly 46.1 µM), for inactives: at the top dose activity change, negative = cytotoxicity, actives largely listed as cytotoxic; actives 3.4% (n = 400,000); KB-V1 MDR cells viability, CellTiter-Glo, 72 h; further: potency means the concentration at half of the fitted maximal effect; on the % scale 0 is the no-effect control and ±100 the full control effect; nearly all actives have a fitted effect of over 60% in size
#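 Cytotoxicity via CellTiter-Glo luminescence after 72 h compound exposure at 37 degrees C. Cells: drug-selected KB-V1 line, DMEM phenol-red free plus 10% FBS. Compounds tested at multiple concentrations; normalized data fitted to concentration-effect curves.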
# PTHR1 agonist = qHTS for PTHR1 Agonists: Primary Screen; HEK293 GP2 PTHR1 cells, GloSensor cAMP luminescence, 1 h; Parathyroid hormone/parathyroid hormone-related peptide receptor (Homo sapiens), Q03431; AID 743266, 2014; actives 0.075% (n = 410,000); Potency, µM (top dose mostly 115 µM), for inactives: at the top dose activation, most hits filed as activators; further: potency means the concentration at half of the fitted maximal effect; nearly all actives have a fitted effect of over 55% in size; some results filed as inactive show a strong effect at the top dose; inactives centre near -15; many of its hits are not listed in these tables
#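 HEK-293-derived GP2 cells expressing PTHR1 and a GloSensor cAMP reporter, 3,000/well, plated overnight, given luciferin plus IBMX (each 0.5 mM as added) for 1 h at 37 °C, then compound for 1 h at 37 °C. Luminescence was read after 15 min at room temperature.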
# HEK293 tox = qHTS of GLP-1 Receptor Inverse Agonists: Cytotox Screen. HEK293 cAMP-luciferase reporter cells, luminescence, 24 h. Potency, µM (titrated, usually from 38.3 µM), without a hit: top-dose activity change, negative = inhibition, usual class: inhibitors. actives 0.13% (n = 410,000);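 further: loss of luciferase light is scored as toxicity; potency means the concentration at half of the fitted maximal effect; on the % scale 0 is the no-effect control and ±100 the full control effect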
#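 To flag toxic compounds, the library was rerun on cells for 24 hr at 37 deg C and 5% CO2. Viability-linked luminescence was captured 12 min after adding luciferase detection reagent.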
# TDP43 rescue = qHTS of TDP-43 Inhibitors; TDP-43 expressing yeast growth rescue, BacTiter-Glo, 24 h; actives 1.8% (n = 410,000); Potency, µM (highest dose often 46.1 µM), inactives show at the highest dose growth rescue (activation), hits mostly activators; AID 652104, 2013; further: potency means the concentration at half of the fitted maximal effect; % of control where 0% means no effect; nearly all actives have a fitted effect of over 50% in size
#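 Readout is BacTiter-Glo luminescence of cell growth, so inhibitors register as activators. TDP-43-expressing yeast at OD600=0.02 in galactose medium, after raffinose pregrowth to mid-log, were incubated with compound for 24 hr at 30 deg C.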
# D3 antag = qHTS of D3 Dopamine Receptor Antagonist: qHTS; D(3) dopamine receptor (Homo sapiens), P35462; D3R cells, DiscoveRx beta-arrestin luminescence, antagonist mode; active compounds read low; max response, negative = inhibition, %; actives 2.5% (n = 360,000); in the data active means max response below about -50%; inconclusive means no clear call, values can overlap the other calls; further: on the % scale 0 is the no-effect control and ±100 the full control effect; mostly tested at two doses, the higher about 12 µM
#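 Cells expressing the human receptor were seeded at 1500 cells/well, incubated overnight at 37 degrees C in 5% CO2, then exposed to library compounds with dopamine controls for 90 minutes at 37 degrees C before luminescent detection.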
# GLP-1R agonist = qHTS of GLP-1 Receptor Agonists | Potency, µM (doses to about 45.6 µM), inactives show at the top dose activation, hits mostly activators | AID 624172, 2012 | HEK293 GLP-1R CRE-luciferase, luminescence, 4-6 h; cells express a hypersensitive GLP-1R form | actives 0.007% (n = 380,000); further: potency means the concentration at half of the fitted maximal effect; % of control where 0% means no effect
# Target sequence (P43220 whole entry, looked up): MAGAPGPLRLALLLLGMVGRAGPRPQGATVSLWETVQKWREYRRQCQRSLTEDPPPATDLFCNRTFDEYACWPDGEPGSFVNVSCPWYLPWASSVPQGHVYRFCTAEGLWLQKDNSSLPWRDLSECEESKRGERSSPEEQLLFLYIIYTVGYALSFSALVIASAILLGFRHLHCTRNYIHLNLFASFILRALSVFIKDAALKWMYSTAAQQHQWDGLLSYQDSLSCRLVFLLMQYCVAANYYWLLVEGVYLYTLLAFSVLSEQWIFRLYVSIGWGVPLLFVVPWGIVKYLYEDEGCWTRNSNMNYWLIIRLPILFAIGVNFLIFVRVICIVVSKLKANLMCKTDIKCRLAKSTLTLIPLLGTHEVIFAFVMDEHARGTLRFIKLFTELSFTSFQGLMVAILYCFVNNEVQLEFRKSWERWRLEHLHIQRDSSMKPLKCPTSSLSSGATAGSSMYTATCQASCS
# aSyn yeast inh = qHTS of alpha-syn Inhibitors; Yeast expressing alpha-synuclein, growth rescue, BacTiter-Glo, 24 h; actives 0.14% (n = 370,000); Potency, µM (titrated, usually from 46.1 µM), for the others: at the top dose growth rescue (activation), most hits filed as activators; AID 652106, 2013; further: potency means the concentration at half of the fitted maximal effect; % of control where 0% means no effect; nearly all actives have a fitted effect of over 65% in size
#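 Readout is rescue of growth in alpha-synuclein-expressing yeast, so inhibitors of toxicity appear as activators. Growth after 24 hr at 30 deg C in galactose medium is quantified by luminescence.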
# GLP-1R inv ag = qHTS of GLP-1 Receptor Inverse Agonists (Inhibition Mode) | Glucagon-like peptide 1 receptor (Homo sapiens), P43220 | HEK293 GLP-1R CRE-luciferase, luminescence, 24 h; GLP-1R form is constitutively active | Potency, µM (titrated, usually from 38.3 µM), inactives show at the highest dose activity change, negative = inhibition, actives largely listed as inhibitors | actives 1.6% (n = 410,000) | AID 624417, 2012; further: potency means the concentration at half of the fitted maximal effect; on the % scale 0 is the no-effect control and ±100 the full control effect; nearly all actives have a fitted effect of over 55% in size
#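 Inverse agonists were sought by their lowering of basal cAMP reporter luciferase output in HEK293 cells stably carrying constitutively active human GLP-1R, after 24 h compound treatment.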
# * marks the source's active call; other numbers are inactive results; i = inactive; ? = inconclusive; . = no result given; [ ] = another dose, or the depositor's remark. Unless noted, the call rests on the fitted dose curve; in most records, active means well fitted curve in the direction sought with a large enough effect; inconclusive means small, poorly fitted or top-dose-only effect, or another doubt; inactive means no such curve, though single readings can be large; an effect the other way counts as inactive or inconclusive. The list is partial; rates above refer to the full screens.
no.	molecule	D3 ag	KB-V1 MDR tox	PTHR1 agonist	HEK293 tox	TDP43 rescue
1	COc1ccc(OC)c(N(CC(=O)N2CCN(c3cc(Cl)ccc3C)CC2)S(C)(=O)=O)c1	-17	23µM*	4%	-28%	-20%
2	CCC1CN(S(=O)(=O)c2cc(-c3cc(C)no3)ccc2C)c2cc(Cl)ccc2O1 (stereo not given)	5	14%	i	3%	0%
3	COc1ccc(NC(=O)c2cc(-c3ccccn3)nc3ccccc23)c(OC)c1	8	-29%	-1%	-20%	4%
4	COC(=O)c1ccc(OC)c(CN2CCCN(Cc3ccc(C)cc3)S2(=O)=O)c1	6	6%	i	18%	21%
5	COc1cc(C(=O)Nc2nc(N)n(-c3ccccc3)n2)cc(OC)c1OC	8	6%	-1%[57.5 µM]	1%	-2%
6	COc1ccc(C(CNc2ccc(S(C)(=O)=O)cc2[N+](=O)[O-])N(C)C)cc1OC (stereo not given)	-17	?	?	?	-12%
7	Cc1nc2ccccc2n1Cc1n[nH]c(=S)n1-c1ccc(Cl)cc1	0	4%	9%	-8%	-7%[0.397 µM]
8	CC12CCC(=O)N1C(C(=O)Nc1nnc(SCc3ccccc3F)s1)CS2 (stereo not given)	1	5%	i	-20%	-12%
9	OCc1nc(CO)n(Cc2ccccc2)n1	-20	27%	-16%[57.5 µM]	5%	-18%
10	Cc1cccc(NC(=O)Cn2c(=O)oc3ccccc32)n1	-11	20%	i	0%	-11%

no.	D3 antag	GLP-1R agonist	aSyn yeast inh	GLP-1R inv ag
1	?	7%	2%	?
2	.	.	.	4%
3	48	18%	7%	?
4	.	.	.	14%
5	22	-10%	2%	51%[activator]
6	?	18%	-9%	10%
7	-6	6%	-8%	24%
8	-4	4%	2%	6%
9	-24	-9%	0%	18%
10	3	-2%	2%	27%

# Filtered by structure, the compounds so far with a Cl atom (3)
no.	molecule	D3 ag	KB-V1 MDR tox	PTHR1 agonist	HEK293 tox	TDP43 rescue
1	COc1ccc(OC)c(N(CC(=O)N2CCN(c3cc(Cl)ccc3C)CC2)S(C)(=O)=O)c1	-17	23µM*	4%	-28%	-20%
2	CCC1CN(S(=O)(=O)c2cc(-c3cc(C)no3)ccc2C)c2cc(Cl)ccc2O1 (stereo not given)	5	14%	i	3%	0%
7	Cc1nc2ccccc2n1Cc1n[nH]c(=S)n1-c1ccc(Cl)cc1	0	4%	9%	-8%	-7%[0.397 µM]

no.	D3 antag	GLP-1R agonist	aSyn yeast inh	GLP-1R inv ag
1	?	7%	2%	?
2	.	.	.	4%
7	-6	6%	-8%	24%

# Next section
no.	molecule	D3 ag	KB-V1 MDR tox	PTHR1 agonist	HEK293 tox	TDP43 rescue
11	Cc1cc(C)c(OCC(=O)NCCCn2nc(C)cc2C)c(C)c1	-2	-6%	-16%	2%	22%
12	CCOC(=O)c1cc(-c2nnc(-c3ccc(Cl)cc3)o2)c(C)nc1C	-9	3%	11%	3%	-13%
13	CC(=O)c1ccc(N2CCN(C(=O)CNC(=O)c3ccc(Br)o3)CC2)cc1	0	-15%	i	-9%	8%
14	COCC(=O)N[C@@H]1c2cc(OC)c(OC)cc2C[C@H]1OCc1ccccc1	9	-8%	5%	2%	5%
15	CC(=O)c1c(C)[nH]c(C(=O)NCc2cccc(Cl)c2)c1C	-9	?	-18%	-8%	21%
16	Nn1c(SCC(=O)Nc2ccc3c(c2)OCCO3)nnc1C(F)(F)F	2	3%	i	-6%	-2%
17	Cc1nnc(C)c2c(C)n(C(c3ccccc3)c3ccccc3)c(C)c12	-4	?	-22%[57.5 µM]	6%	-9%
18	O=C(NCC1CC1)Nc1cccc(Cl)c1	7	-12%	-10%	4%	0%
19	CC(C)CN(C(=O)c1cc(=O)[nH]c2ccccc12)c1c(N)n(Cc2ccccc2)c(=O)[nH]c1=O	4	18%	i	9%	-3%
20	COc1ccc(N(CC(=O)Nc2cccnc2)S(=O)(=O)c2ccccc2)cc1Cl	-11	?	i	0%	-19%

no.	D3 antag	GLP-1R agonist	aSyn yeast inh	GLP-1R inv ag
11	-4	-1%	13%	-18%
12	-3	-6%	-2%	14%
13	8	-1%	5%	0%
14	5	1%	-2%	16%
15	-15	8%	-6%	14%
16	-7	-7%	0%	7%
17	8	-1%	25%	-13%
18	-22	10%	-11%	-18%
19	7	1%	-1%	7%
20	1	22%	-2%	31%[activator]

# More results:
no.	molecule	D3 ag	KB-V1 MDR tox	PTHR1 agonist	HEK293 tox	TDP43 rescue
21	Cc1nn(Cc2ccc(Cl)cc2)c(C)c1NC(=O)c1ccc([N+](=O)[O-])cc1	8	-19%	-30%	-11%	13%
22	Cc1cc(C)cc(NS(=O)(=O)c2ccc(NC(=O)c3ccccc3C(=O)O)cc2)c1	6	0%	i	0%	13%
23	O=c1[nH]c2c(oc3ccccc32)c(=O)n1Cc1ccccc1	-4	3%	i	8%	-27%
24	CCCN(C(=O)c1cn(CC)c2nc(C)ccc2c1=O)c1c(N)n(Cc2ccccc2)c(=O)[nH]c1=O	4	1%	i	8%	?
25	COc1ccc(Br)cc1CNC(=O)CN1C(=O)CSc2ccc(S(=O)(=O)N3CCOCC3)cc21	-17	.	i	-1%	16%
26	CCCCC(=O)Nc1cc(C)c(NC(=O)c2cccs2)cn1	-1	?	-8%	1%[7.66 µM]	5%
27	CC(C(=O)Nc1ccccc1Cl)N(c1ccccc1)S(C)(=O)=O (stereo not given)	-2	-1%	i	7%	27%
28	CCN(CC)C(=O)C1=C(C)N(CCCOC)C(=O)C(CC(=O)NCCN2CCOCC2)C1 (stereo not given)	-8	13%	-20%	25%	27%
29	CN(C(=O)CSc1nnc(-c2ccc(C(C)(C)C)cc2)n1C)C1CCS(=O)(=O)C1 (stereo not given)	1	-13%	-24%	-2%	-11%
30	O=C(NCC(=O)N1CCC2(CC1)NCCc1[nH]cnc12)c1ccc2ccccc2c1	7	5%	-12%	-1%	-6%

no.	D3 antag	GLP-1R agonist	aSyn yeast inh	GLP-1R inv ag
21	-26	5%	0%	?
22	1	-1%	15%	-11%
23	18	1%	-12%	16%
24	11	1%	-10%	22%
25	.	.	.	-28%
26	13	-1%	-1%	7%[7.66 µM]
27	4	4%	4%	12%
28	-4	-2%	-4%	22%
29	-19	-5%	1%	15%
30	13	2%	-6%	12%

# (further entries)
no.	molecule	D3 ag	KB-V1 MDR tox	PTHR1 agonist	HEK293 tox	TDP43 rescue
31	CCC(=O)N/N=C(\C)CC(=O)Nc1cccc([N+](=O)[O-])c1	6	?	i	-1%	0%
32	CNC(=O)Nc1nnc(C(C)(C)C)s1	-2	-13%	i	11%	-22%
33	COc1cccc(C(=O)Nc2cccc(NC(C)=O)c2)c1	3	?	i	-10%	-13%
34	Cc1c(C(=O)N2CCCCC2)oc2ccc(Br)cc12	-4	?	-18%	4%	?
35	CC(=O)Nc1ccc(CNc2nc3cc(-c4cccc(C(F)(F)F)c4)sc3c(=O)n2C)cc1	-4	?	-71%[inhibitor]	6%	7%
36	O=C(COc1ccc2c(c1)CCC2)NCc1cccc(Cl)c1	2	0%	i	-3%	20µM*
37	CCOC(=O)c1sc(NC(=O)CNCc2cccnc2)c(C(=O)OCC)c1C	5	?	-3%	-1%	14%[9.22 µM]
38	COc1cccc(-n2ccnc2SCC(=O)Nc2cccc(C)c2C)c1	-16	?	i	3%	16µM*
39	CCCCC(=O)Nc1ccc(C(=O)N2CCN(c3ccccc3OC)CC2)cc1	19	-2%	27%[57.5 µM]	-26%	-7%
40	CCN1CCN(c2nc3ccccc3nc2C(C#N)S(=O)(=O)c2ccc(C)c(C)c2)CC1 (stereo not given)	2	2%	-26%[57.5 µM]	6%	0%

no.	D3 antag	GLP-1R agonist	aSyn yeast inh	GLP-1R inv ag
31	14	0%	7%	4%
32	1	6%	-7%	3%
33	4	-7%	3%	0%
34	21	15%	13%	?
35	-10	5%	-16%	-30%
36	9	-4%	0%	?
37	11	0%	1%	9%
38	.	-1%	2%	-18%
39	18	-11%	11%	0%
40	2	-3%	0%	0%

# Going on with the list:
no.	molecule	D3 ag	KB-V1 MDR tox	PTHR1 agonist	HEK293 tox	TDP43 rescue
41	C/C(CC(=O)Nc1cc(Cl)ccc1C)=N\NC(=O)C(=O)N1CCCC1	-7	?	-13%	7%	9%
42	CC(C)[C@H](NC(=O)c1ccccc1)C(=O)OCC(=O)Nc1ccc(S(=O)(=O)N2CCOCC2)cc1	-4	0%	-8%	11%	7%
43	Cc1nn2c(=O)cc(CSc3ccccc3NC(=O)c3ccccc3F)nc2s1	-2	-16%	i	-6%	2%
44	O=C(O)/C=C/C(=O)Nc1ccc(S(=O)(=O)N2CCCC2)cc1	-1	-19%	i	-3%	1%
45	O=C(Nc1ccc(F)cc1)c1ccc(S(=O)(=O)NCc2cccnc2)cc1	14	0%	-24%	-12%	-3%
46	Cc1cccc(CSc2cccc3cccnc23)c1	-11	?	-24%	?	18µM*
47	Cc1ccc(-c2nnc(CSc3nnc(C)s3)o2)cc1	3	-28%	i	16%	0%

no.	D3 antag	GLP-1R agonist	aSyn yeast inh	GLP-1R inv ag
41	-6	0%	-6%	7%
42	0	-1%	-1%	7%
43	4	-1%	-11%	5%
44	25	5%	-6%	3%
45	9	10%	1%	-7%
46	-18	-18%	2%	?
47	6	7%	0%	30%
